# S1P3 antagonist = blocks the human S1P3 receptor; 0.27% of 170,000 active; Q99500; inhibition, % at 4.98 µM; CHO S1P3 NFAT-BLA reporter, FRET fluorescence, antagonist mode;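 active = inhibition above the plate cutoff, the mean inhibition of test wells on that plate plus 3 SD, cut at about 28% in these data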;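 also: cells challenged with S1P at its EC80 of 0.8 µM; blue over green emission ratio from cleaved BLA substrate after 4 h stimulation; 0% = S1P-stimulated wells and 100% = unstimulated DMSO-only wells; some compounds past the cut are filed as inactive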
# Target sequence (Q99500 whole entry, looked up): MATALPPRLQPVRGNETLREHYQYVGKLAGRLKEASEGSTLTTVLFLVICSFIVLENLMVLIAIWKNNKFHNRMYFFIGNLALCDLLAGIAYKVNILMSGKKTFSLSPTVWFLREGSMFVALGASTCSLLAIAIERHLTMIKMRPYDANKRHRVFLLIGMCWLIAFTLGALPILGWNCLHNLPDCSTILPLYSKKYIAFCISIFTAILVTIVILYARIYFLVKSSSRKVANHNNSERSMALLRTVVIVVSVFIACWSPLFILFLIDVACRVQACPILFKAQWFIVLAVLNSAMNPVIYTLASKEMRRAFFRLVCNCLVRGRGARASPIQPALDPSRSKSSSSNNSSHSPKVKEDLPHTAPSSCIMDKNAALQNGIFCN
# * marks the source's active call; other numbers are inactive results.
Compound | S1P3 antagonist
COCCn1c(SCC(=O)c2[nH]c(C)c(C(C)=O)c2C)nc2ccccc2c1=O | -14
Cc1ccc(C)c(N2CCN(C(=O)C34CC5CC(C3)CC(n3nnc(C)n3)(C5)C4)CC2)c1 | -12
C=CCNC(=O)c1ccc(OC)cc1 | -16
CCCNC(=O)N1c2ccccc2Sc2ccccc21 | -5
CCOC(=O)N1CCc2c(sc3ncn(Cc4ccc(F)cc4)c(=O)c23)C1 | 0
Cc1cc(NC(=O)CC2(CC(=O)O)CCCC2)n(C)n1 | 2
O=C(O)CCCC(=O)Nc1ccccc1Oc1ccccc1 | 2
CCN1CCN(c2cc(C)c3cc(NC(=O)c4cccs4)ccc3n2)CC1 | 0
FC(F)(F)COc1ccc(-c2nnc(SCc3c(Cl)cccc3Cl)o2)cn1 | -3
CCN(CC)c1cc(Cl)c2nonc2c1N | -9
O=C(O)CCCCCNC(=O)c1ccc(C(=O)NCCCCCC(=O)O)cc1 | -2
CCOC(=O)c1c[nH]c(=S)n1C | -5
CC(C(=O)NNS(=O)(=O)c1cccc(C(F)(F)F)c1)n1nnc(N2CCOCC2)n1 (stereo not given) | 0
CCNC(=O)COC(=O)c1cc(-c2ccco2)nc2ccccc12 | -9
NC(=O)C1CCN(Cc2nc(-c3cccs3)no2)CC1 | 7
CCCCCCCC(=O)N1c2ccccc2NC(=O)C1CC(=O)Nc1ccc(C(=O)O)cc1 (stereo not given) | -2
COc1ccccc1CNC(=O)/C=C/C(=O)O | 0
CCN(CC)CCN1C(=O)C(O)=C(C(=O)c2cc3cccc(OC)c3o2)C1c1cccs1 (stereo not given) | -8
C/C(=N\NC(=O)c1cnccn1)c1ccc([N+](=O)[O-])cc1 | 10
CC1CC(=O)N(c2ccc(Br)cc2)C(=O)C1 | -1
O=C(Nc1ccccc1)Nc1ccc(-n2ccc(C(F)(F)F)n2)cc1 | 15
CCn1cnc2sc(C(=O)Nc3ccccc3OC)c(C)c2c1=O | 2
Cc1cc(N2CC(C(=O)NCc3cccnc3)CC2=O)ccc1C(C)C (stereo not given) | -4
NC(=S)N/N=C1\CC(n2nnnc2-c2ccccc2)C2COC1O2 (stereo not given) | -6
O=C(Nc1ccccc1)Nc1ccc(C(F)(F)F)cn1 | -4
CC(C)Cn1c(=S)[nH]c2cc(C(=O)O)ccc2c1=O | -6
COc1ccccc1N(Cc1cc(=O)[nH]c2ccccc12)C(=O)c1ccccc1 | -6
N#C/C(=N\Nc1cccc(C(F)(F)F)c1)C(=O)c1csc(-c2cccnc2)n1 | 2
Nc1cc(N)cc(-c2nc3ccccc3o2)c1 | -15
O=C(Nc1cccnc1Oc1ccc(Cl)cc1)c1cccc2ccccc12 | -1
O=C(Nc1ccc(N2CCOCC2)cc1)c1ccc(S(=O)(=O)NCc2ccco2)cc1 | -11
NNC(=O)c1ccc(Cn2cc(Br)cn2)o1 | -13
COc1cc2c(cc1OC)C(C)N(C(=O)c1c(C)noc1C)CC2 (stereo not given) | 8
Cc1cc(=O)n2[nH]c(-c3ccsc3-n3c(C)ccc3C)cc2n1 | -13
C=CCN=C1S/C(=C/c2cccc([N+](=O)[O-])c2)C(=O)N1CC=C | -2
COc1ccccc1N(CC(=O)N/N=C/c1ccccc1C(=O)O)S(C)(=O)=O | 5
CC(=O)Nc1ccc(/C=N/Nc2nc3ccccc3s2)cc1 | -5
COc1ccc(NC(=O)C2CCCN2C(=O)OCc2ccccc2)cc1 (stereo not given) | -15
COc1ccc(Nc2nc(NCc3ccco3)nc(N)c2[N+](=O)[O-])cc1 | 7
CCOC(=O)N1CCC(=NNc2nc3ccccc3s2)CC1 | 5
COc1ccc2c(c1)C(=O)CC(O)(C(F)F)O2 (stereo not given) | -6
Cc1nc(C(F)(F)F)ccc1C(=O)N1CCCCC1 | -2
CC(=O)Oc1oc(-c2ccccc2)nc1C=Nc1ccc(N(C)C)cc1 | 1
N/C(=N\NC(=O)Nc1ccccc1)c1ccccn1 | 4
Cc1cc(NC(=O)CN2CCOCC2)n(-c2ccccc2)n1 | -4
Cc1nc2sc(C(c3ccc(Cl)cc3)N3CCN(CCO)CC3)c(O)n2n1 (stereo not given) | -12
CC(=O)Nc1cccc(OCCCNS(=O)(=O)c2ccc(F)cc2)c1 | 2
CCOC(=O)Nc1cc(NC(=O)OCC)c(C)nc1C | -8
Cc1noc(C(=O)Nc2cccc(O)c2)c1Cl | -1
Cc1nc2ccccc2nc1N/N=C/c1ccc(O)cc1O | 5
C/C(=N\NC(=O)CC1N=C(Cc2ccccc2)NNC1=O)c1ccncc1 (stereo not given) | 2
S=c1[nH]nc2nnc3ccccc3n12 | -4
CCOC(=O)Nc1ccc(C(=O)/C=C/c2ccccc2)cc1 | -8
COc1ccc(-c2csc(NC3OC(=O)c4c3ccc(OC)c4OC)n2)cc1OC (stereo not given) | 0
Cc1cc(C(C)(C)C)cc(C)c1C(=O)O | 5
Cc1ccc(-c2nn(-c3ccccc3)cc2/C=C2\SC(=S)N(CC(=O)O)C2=O)cc1 | 0
CCOC(=O)C1(C)C=C(Nc2cccc(OC)c2)C(=O)N1c1ccccc1 (stereo not given) | 7
CN1CCN(c2ccc(CNC(=O)c3ccco3)cc2)CC1 | -2
N#C/C(=C\Nc1ccc(F)c(Cl)c1)S(=O)(=O)c1ccccn1 | -7
COc1cc(-c2cc(C(=O)NCCc3ccc(S(N)(=O)=O)cc3)c3ccccc3n2)cc(OC)c1OC | -10

# Carrying on:
Compound | S1P3 antagonist
Nc1c(C(=O)N/N=C/c2ccccc2)cnn1-c1ccccc1 | 10
COc1ccc2[nH]c(=O)c(CN(C(=O)C3CCCO3)c3ccc(C)c(C)c3)cc2c1 (stereo not given) | 2
Cc1cc(N/N=C/c2ccc(F)cc2)nc(NCc2ccccc2)n1 | -4
CC(=O)c1c(Nc2cccc(F)c2)oc(C)cc1=O | -17
O=C(NNc1c2ccccc2nc2ccccc12)C(O)c1ccccc1 (stereo not given) | 17
Cn1c2c(c(=O)n(C)c1=O)C(CC(=O)Nc1ccccc1F)C(=O)N2 (stereo not given) | -2
CCCCCCC(C)n1[nH]c(=O)c2c(C)cc(C)nc21 (stereo not given) | -18
CCOP(=O)(Cc1ccc(C(C)(C)CC(C)=O)o1)OCC | -4
Nc1ccc(-c2nc3ccc(N)cc3s2)cc1 | 14
Cc1cc(C)n(-c2nnc3c4ccccc4n(C)c3n2)n1 | -4
Cc1nnc(N2C(=O)C(O)=C(C(=O)c3ccco3)C2c2cccc3ccccc23)s1 (stereo not given) | 0
COc1ccc2[nH]cc(CCNS(=O)(=O)c3ccc(C)cc3)c2c1 | -16
CC(=O)Oc1cccc(/C=C2\Sc3ccccc3C2=O)c1 | -13
CCOC(=O)N1CCN(C(=O)CSc2nc(CC)nc3c2c(=O)n(C)c(=O)n3C)CC1 | 1
O=C(O)Cc1c(-c2ccccc2)c2cc(Br)ccc2[nH]c1=O | 4
CCOC(=O)c1cn2nc(Oc3cccc(C(F)(F)F)c3)ccc2n1 | 1
O=C(O)COc1ccccc1/C=N/NC(=O)CSc1nc2ccccc2n1Cc1ccc(Cl)cc1 | 10
Cc1ccccc1C(=O)NNC(=O)CSc1nc2ccccc2c(=O)[nH]1 | -3
O=C(Nc1ccc2ccccc2c1)C(=O)C1C(=O)Nc2ccccc21 (stereo not given) | 8
CC(=O)Nc1ccc(NS(=O)(=O)c2cc(-c3n[nH]c(=O)c4ccccc34)ccc2C)cc1 | -17
COc1ccccc1NC(=O)c1c(N=Cc2c(O)ccc3ccccc23)cnn1C | -8
Cc1nonc1OCCN1CCN(c2ccc([N+](=O)[O-])cc2)CC1 | 1
O=[N+]([O-])c1ccc(S(=O)(=O)N2CCSC2c2ccco2)cc1 (stereo not given) | 3
COC(=O)CSc1nc(NC#N)nc(NC(C)(C)C)n1 | -6

# The list goes on.
Structure,S1P3 antagonist
Cc1cc(/C=N/NC(N)=S)c(O)c(/C=N/NC(N)=S)c1,-2
O=C1c2ccccc2-c2cccc(C(=O)N3CCCCC3)c21,11
CCCCCn1c(SCc2cccc(C)c2)nc2c1c(=O)[nH]c(=O)n2C,4
CC1(C)CC(=O)C2=C(C1)Nc1ccccc1S2,2
CCCCCC[N+](C)(C)CC/C=C1/c2ccccc2Sc2ccc(Cl)cc21,1
O=C(Cc1cccc2ccccc12)NN1C(=O)/C(=C\c2cccnc2)SC1=S,-5
CC(Oc1ccc(Cl)cc1Cl)/C(N)=N/O (stereo not given),-1
Cn1c(=O)c(/C(N)=N/OC(=O)c2ccccc2)cn(-c2ccccc2)c1=O,-4
CN1C(=S)SC2CS(=O)(=O)CC21 (stereo not given),-3
COc1ccc(NCC(=O)Nc2cc(S(=O)(=O)N3CCOCC3)ccc2N2CCOCC2)c(OC)c1,-15
COc1ccc(CN(C(=O)c2cccs2)c2ccccc2C(=O)O)cc1,8
O=C(O)CC1(CC(=O)NCc2csc(-c3cccs3)n2)CCCCC1,-9

# Grouped by structure, the entries above with a tert-butyl group.
Structure,S1P3 antagonist
Cc1cc(C(C)(C)C)cc(C)c1C(=O)O,5
COC(=O)CSc1nc(NC#N)nc(NC(C)(C)C)n1,-6

# Continuation.
Structure,S1P3 antagonist
Cc1cc(=O)oc2cc(OCC(=O)OCC(=O)N(C)C3CCS(=O)(=O)C3)ccc12 (stereo not given),-11
COc1ccc(C(CC(=O)N2CCCCC2)C(C)C)cc1 (stereo not given),8
O=S1(=O)CCC(N=Nc2c(O)n(Cc3ccccc3)c3ccccc23)C1 (stereo not given),5
CSCC[C@H](NC(=O)NC1CCCC1)C(=O)O,6
CCCNC(=O)Nc1ccc(C)cc1C,-7
COc1ccc(C(=O)COc2ccc(C)cc2NC(C)=O)cc1,-12
O=C(COC(=O)Cn1cnc2ccccc21)Nc1cc(S(=O)(=O)N2CCOCC2)ccc1Cl,-1
NC(=NC(=O)c1ccc(OC(F)(F)F)cc1)c1ccc(C(F)(F)F)cn1,-8
COc1ccc(S(=O)(=O)n2nc(-c3ccc(Cl)cc3)cc2N)cc1,25
C/C(=N/NC(=O)c1cc(-c2cccc([N+](=O)[O-])c2)n[nH]1)c1cccc(O)c1,-7
CCOC(=O)c1nc(-c2ccccc2)sc1C(C)=O,2
CCc1cccc2[nH]c3cc([N+](=O)[O-])ccc3c12,-4
COc1ccc(NC(=O)c2ccc(-c3nn(C)c(=O)c4ccccc34)cc2)cc1C(N)=O,-1
O=C(NCCc1c[nH]c2ccc(Cl)cc12)c1ccc([N+](=O)[O-])cc1,9
CC1(C)N=C(N)N=C(N)N1c1cccc(CN)c1,-4
Cc1onc(-c2c(Cl)cccc2Cl)c1NC(=O)NN(C)c1ccc([N+](=O)[O-])cn1,10
COc1ccc(NC(=O)C(=O)N/N=C(\C)CC(=O)Nc2cc(C)ccn2)c(OC)c1,2
C/C(=N\O)c1oc2ccc3c(C)cc(=O)oc3c2c1C,-4
CCCn1c(CCC(=O)O)nc2cc(S(N)(=O)=O)ccc21,-16
Cn1cccc1/C=N/NC(=O)Cc1cccs1,-8
O=C(O)/C=C/C(=O)Nc1ccc(O)cc1,-2
Nc1nonc1-n1nnc(C(=O)N/N=C/c2ccc(OCc3ccccc3)cc2)c1COc1ccc(F)cc1,1
COc1cccc(/C=N/NC(=S)NC2CC3CCC2C3)c1OC (stereo not given),-2
CC(=O)Nc1ccc2nc3c(=O)n(C)c(=O)n(C)c3nc2c1,1

# An excerpt from above in order of count of non-hydrogen atoms, high to low:
Structure,S1P3 antagonist
Nc1nonc1-n1nnc(C(=O)N/N=C/c2ccc(OCc3ccccc3)cc2)c1COc1ccc(F)cc1,1
C/C(=N\O)c1oc2ccc3c(C)cc(=O)oc3c2c1C,-4
CC1(C)N=C(N)N=C(N)N1c1cccc(CN)c1,-4

# Additional entries:
Structure,S1P3 antagonist
O=[N+]([O-])c1cccc(-c2noc(-c3ccco3)n2)c1,-8
Cc1ccc(C)c(OCc2nnc(NC(=O)c3ccc4c(c3)OCO4)s2)c1,-3
C/C(=N\NC(=O)CN1CCN(S(=O)(=O)c2ccc(C)cc2)CC1)c1ccc(O)cc1,8
O=C(Nc1nnc(COc2ccc(F)cc2)s1)Nc1ccccc1F,3
CSc1nc(C)[nH]c(=O)c1C#N,-2
CN(C)NC(=O)c1ccc([N+](=O)[O-])s1,-3
CCn1c(O)c(N=Nc2ccc3ccccc3n2)c2ccccc21,4
Cc1ccc(S(=O)(=O)[N-]c2nc3ccccc3nc2-n2cc[n+](Cc3ccccc3)c2)cc1,-2
O=C(O)c1cccc(S(=O)(=O)Nc2ccccc2N2CCOCC2)c1,-14
COc1ccccc1NC(=O)Nc1cc(C(C)C)ccc1C,6
CC(C)c1ccc(NC(=O)CSc2n[nH]c(=O)n2Cc2ccco2)cc1,-1
CCCCCCCCc1nc(SCC(C)=O)n[nH]1,-5
Cc1oc(-c2ccc(Cl)cc2)cc1C(=O)/C(C#N)=C/Nc1cccc(OC(F)(F)F)c1,-4
COc1ccc(C2CC(c3cccs3)=NN2S(C)(=O)=O)cc1 (stereo not given),-8
CCOC(=O)c1sc(-c2ccc(Cl)cc2Cl)nc1O,5
CC(C)c1nc2sc3c(=O)[nH]c(=S)[nH]c3c2c2c1CCCC2,-6
Cc1cc(NCc2ccccn2)n2nc(C)c(-c3ccc(Cl)cc3)c2n1,4
O=[N+]([O-])c1ccc(NCc2ccc(Cl)cc2)nc1,-3
CN(C(=O)c1ccc(C#N)cc1)c1nnc(-c2cnccn2)s1,-2
COc1ccccc1NC(=O)C1CCC(CNc2c(N3CCCCC3)c(=O)c2=O)CC1 (stereo not given),4

# Arranged by the number under S1P3 antagonist (highest first): 3 of the compounds above.
Structure,S1P3 antagonist
CCOC(=O)c1sc(-c2ccc(Cl)cc2Cl)nc1O,5
Cc1oc(-c2ccc(Cl)cc2)cc1C(=O)/C(C#N)=C/Nc1cccc(OC(F)(F)F)c1,-4
CC(C)c1nc2sc3c(=O)[nH]c(=S)[nH]c3c2c2c1CCCC2,-6

# Six entries from above, set out differently:
S1P3 antagonist	mol
4	COc1ccccc1NC(=O)C1CCC(CNc2c(N3CCCCC3)c(=O)c2=O)CC1 (stereo not given)
-4	Cc1oc(-c2ccc(Cl)cc2)cc1C(=O)/C(C#N)=C/Nc1cccc(OC(F)(F)F)c1
-6	CC(C)c1nc2sc3c(=O)[nH]c(=S)[nH]c3c2c2c1CCCC2
-3	O=[N+]([O-])c1ccc(NCc2ccc(Cl)cc2)nc1
-2	CN(C(=O)c1ccc(C#N)cc1)c1nnc(-c2cnccn2)s1
4	Cc1cc(NCc2ccccn2)n2nc(C)c(-c3ccc(Cl)cc3)c2n1

# Some of the compounds tested; the hit share may differ from the screen's.
